# Screening data from PubChem.
# SENP7 inh: blocks the human protease SENP7; Q9BQF6; recombinant SENP7, Z-RLRGG-aminoluciferin luminescence, 40 min; inhibition, % at 5 µM; 1.5% of 330,000 active; AID 434973;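 active means inhibition above about 50% at the single test dose, limit read from the data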;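 further: plate controls were DMSO with enzyme for no effect and no enzyme buffer wells for full effect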
# Target sequence (Q9BQF6 706-1050 limits assumed): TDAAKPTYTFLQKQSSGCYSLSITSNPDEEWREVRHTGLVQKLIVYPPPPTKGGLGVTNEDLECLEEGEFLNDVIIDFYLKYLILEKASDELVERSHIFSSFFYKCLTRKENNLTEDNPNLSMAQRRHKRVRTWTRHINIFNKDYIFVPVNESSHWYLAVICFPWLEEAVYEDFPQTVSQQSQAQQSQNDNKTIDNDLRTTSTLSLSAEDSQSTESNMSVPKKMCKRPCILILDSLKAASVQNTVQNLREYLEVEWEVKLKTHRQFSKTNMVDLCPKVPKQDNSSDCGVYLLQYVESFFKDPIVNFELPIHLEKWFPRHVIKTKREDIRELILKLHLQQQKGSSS
# SENP8 block: SENP8 (human) protease inhibition; recombinant SENP8, Nedd8 substrate fluorescence; inhibition, % at 20 µM; 0.64% of 360,000 active; Q96LD8; AID 602440; in the data active means inhibition mostly above about 40%, no sharp cut-off; inactive means mostly below about 27%
# Target sequence (Q96LD8 whole entry, looked up): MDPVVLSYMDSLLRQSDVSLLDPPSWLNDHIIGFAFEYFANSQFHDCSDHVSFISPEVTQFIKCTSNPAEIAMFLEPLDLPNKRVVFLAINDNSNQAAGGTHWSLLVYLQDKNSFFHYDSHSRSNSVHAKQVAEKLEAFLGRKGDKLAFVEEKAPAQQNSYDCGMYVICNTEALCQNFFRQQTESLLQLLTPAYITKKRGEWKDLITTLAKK
# MPTP inh: inhibitors of mitochondrial permeability transition pore. isolated mouse mitochondria, Ca2+ swelling absorbance, 30 min. inhibition, % at 10 µM. 1.4% of 360,000 active. AID 602449;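 active means inhibition of 50% or more, scaled per plate between neutral and stimulator controls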;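 further: 0% = DMSO wells given calcium and 100% = 1 mM EGTA wells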
# GRIN3A LBD mod: modulators (binders) of human NR3A ligand-binding domain. NR3A LBD differential scanning fluorimetry, Tm shift; 0% = protein alone, 100% = glycine-bound protein. Tm shift relative to glycine control, % at 25 µM. 2.5% of 340,000 active;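 active means melting temperature shift of at least 10% of the positive control shift, at one fixed dose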
# SENP6 inh: blocks the human protease SENP6; Q9GZR1; Recombinant SENP6 catalytic domain, aminoluciferin luminescence; inhibition, % at 10 µM; 1.8% of 330,000 active; AID 2599;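 active means inhibition above about 50% at the single tested dose, limit read from the data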;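 further: plate controls were DMSO wells with enzyme for no effect and DMSO wells lacking enzyme for full effect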
# HKDC1 inhibitor: HKDC1 (human) hexokinase inhibition | Q2TB90 | recombinant HKDC1, G6PDH/diaphorase resazurin coupled fluorescence | inhibition, % at 20 µM | 0.16% of 340,000 active | AID 493160;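 active means inhibition above about 35% when tested at 20 µM, limit read from the data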;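 further: plate controls were DMSO wells with enzyme for no effect and DMSO wells lacking enzyme for full effect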
#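 Test system: recombinant HKDC1 (HK5) hexokinase enzyme, produced in-house / Doses: 20 µM test compound, 1% DMSO / Timing: 90 min, room temperature / Detection: G6PDH/diaphorase-coupled fluorescence, 1 mM NADP, 100 µM resazurin, 525/613 nm / Control set: DMSO wells with and without enzyme mix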
# ATG4B inh: ATG4B (human) cysteine protease inhibition; 0.51% of 340,000 active; ATG4B cleavage of LC3-PLA2, NBD-HPC fluorescence, 1 h; inhibition, % at 8.33 µM; Q9Y4P1; in the data active means inhibition above about 40%
# PfGluPho inh: PfG6PD (Plasmodium falciparum) enzyme inhibition; PfGluPho enzyme, NADPH resazurin-diaphorase fluorescence; inhibition, % at 20 µM; 0.78% of 350,000 active;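 active means inhibition reaching at least a set limit at 20 µM in the primary screen, cut at about 59% in these data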;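 further: 0% = DMSO wells with substrate and 100% = DMSO wells lacking glucose-6-phosphate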
# Numbers without * were called inactive; . = not tested or not shown.
SMILES,SENP7 inh,SENP8 block,MPTP inh,GRIN3A LBD mod,SENP6 inh,HKDC1 inhibitor,ATG4B inh,PfGluPho inh
Cc1ccc(S(=O)(=O)/N=C(/Nc2c(C)cccc2C)c2ccccc2)cc1,0,14,-0.9,0,-13,0,-6,7
COc1ccc(CNC(=O)CS(=O)CC(=O)O)cc1OC (centres undefined),-9,11,2.4,2,-23,-10,-4,-4
CCOc1ccc(S(=O)(=O)N2CCC(C(=O)Nc3cc(S(C)(=O)=O)ccc3Cl)CC2)cc1,11,-4,-2.5,0,-4,3,-10,26
O=C(COC(=O)CC1CC2CCC1C2)NCc1ccc(F)cc1 (centres undefined),2,0,-1.4,5,-15,-4,-1,1
CCOC(=O)c1c(NC(=O)CN2CCOCC2)sc2c1CC(C)(C)OC2,1,-24,0.2,-3,1,-1,-15,3
Cc1ccc(N(CC(=O)Nc2ccc(C)cc2C)S(=O)(=O)N2CCCC2)cc1,-2,11,-1.5,0,6,-5,0,-1
COc1ccc(NS(=O)(=O)c2cc3c4c(c2)CCN4C(=O)CC3)cc1OC,-13,2,2.3,0,-7,0,0,8
CCn1cc(C2=NOC(C(=O)Nc3ccccc3C(=O)OC)C2)c(C)n1 (centres undefined),2,3,-0.3,-1,-1,-6,-4,11
C=CC(C)(C)O[C@@H]1O[C@H](CO)[C@@H](O)[C@H](O)[C@H]1O,7,5,-1.4,0,-1,-8,1,13
O=C(Cc1ccc([N+](=O)[O-])cc1)Nc1cc(C(F)(F)F)cc(C(F)(F)F)c1,0,10,77*,-2,-13,0,3,23
Cc1ccc(C(=O)OCC(=O)Nc2ccccc2C(F)(F)F)cc1S(=O)(=O)N1CCCCC1,3,-1,-1.4,3,-12,-1,-6,17
CCOc1ccc(C(=O)C2CCN(CC(=O)Nc3nccs3)CC2)cc1,6,3,0.5,-2,-27,-7,-7,10
Cc1csc(CNC(=O)CC2C(=O)NCCN2Cc2ccc(F)cc2Cl)n1 (centres undefined),-2,-21,2.1,1,-5,-2,22,10
Cc1csc(SCC(=O)Nc2cc(S(=O)(=O)N(C)C)ccc2C)n1,12,12,-0.9,-2,-5,2,-6,12
O=S(=O)(c1ccc(F)cc1)N1CCN(C(=S)NC2CCCC2)CC1,-1,9,0.9,1,0,-7,-1,-18
Cc1ccc(Cl)cc1N1CCN(S(=O)(=O)c2ccc3c(c2)CC(=O)N3C)CC1,11,9,-0.9,-3,0,1,-8,-5
C(#CC12CC3CC(CC(C3)C1)C2)CN1CCOCC1,4,16,-0.6,1,8,12,0,11
Cc1ccc(-c2[nH]ncc2C(=O)c2cccc(F)c2)c(O)c1,-12,17,0.9,0,-12,0,1,-16
CC(C)(C)NC(=O)CSc1nncn1NCc1cccc2ccccc12,9,18,1.5,-4,-10,-11,-17,-14
Cc1noc(C)c1CSc1ccccc1C(=O)N(C)CC(=O)Nc1cccc(F)c1,3,2,-1.6,1,-2,-6,-1,-7
COc1ccc(CCNC(=O)c2cc(-c3ccco3)on2)cc1OC,2,16,0.0,-2,-17,-3,-9,2
O=C(COC(=O)CCC(=O)c1cccs1)Nc1ccccc1[N+](=O)[O-],-8,20,-0.5,-2,-41,-10,-4,-13
CCS(=O)(=O)C(C)(CCl)C(=O)Nc1ccc(C(=O)OC)cc1 (centres undefined),4,12,2.3,12*,-21,-3,-14,9
Cc1ccc(C(=O)NC(=S)N2CCN(c3cc(C)ccc3C)CC2)cc1,8,3,-1.0,2,12,-12,15,3
CC(C)C[C@H]1CNC(=O)C(=O)N1CC1CCN(CC2CCC(C(C)(C)C)CC2)CC1 (some centres undefined),.,7,0.3,0,.,-4,.,15
CC(OC(=O)c1n[nH]c2ccccc12)C(=O)NC1CCCCC1C (centres undefined),-13,-5,1.1,-2,-13,-8,7,3
COc1ccc(C=NNc2nc3ccccc3s2)cc1,.,-237,1.5,33*,.,-1,-11,13
C=CCC(C(=O)Oc1c(C(C)(C)C)cc(C)cc1C(C)(C)C)c1ccccc1 (centres undefined),1,10,55*,-3,-17,-1,-3,4
Cc1ccc(NC(=O)c2ccccc2-c2cc(C)no2)cc1,0,-8,1.2,-2,-3,-17,2,-9
O=C(C1CCCN(Cc2ccccc2)C1)N1CCc2ccccc2C1 (centres undefined),-4,26,1.4,3,5,5,2,-15
C=CCn1c(SCC(=O)Nc2cccc3ccccc23)nnc1-c1cnccn1,5,22,2.3,1,-5,2,-5,23
Cc1ccc(S(=O)(=O)N2CCC(C(=O)Nc3ncccc3O)CC2)cc1,5,5,0.0,0,-3,4,9,-5
COc1ccc(C2=CC(c3sccc3C)n3nnnc3N2)cc1 (centres undefined),-1,-131,0.9,-6,21,-8,3,-22
O=C1CC(c2ccccc2)n2nc(NC(=O)c3ccccc3)nc2N1 (centres undefined),5,12,0.4,0,-7,-2,-2,14
CCOc1ccccc1CN1CCCC(C(=O)c2ccc(OC)c(OC)c2)C1 (centres undefined),-1,-9,1.1,2,-23,-10,11,-6
CCN(C(=O)CSc1nnnn1C)C1CCS(=O)(=O)C1 (centres undefined),-1,16,-0.3,3,6,-3,1,0
CCOc1cc(C=NNC(=O)CCCC(=O)NN=Cc2ccc(O)c(OCC)c2)ccc1O,.,-19,-1.5,1,.,1,-5,3
COc1ccc(N2C(=O)C3NN=C(C(=O)OCc4ccccc4)C3C2=O)cc1 (centres undefined),4,6,-0.1,0,-6,-2,-11,0
O=C1Cc2cc(O)ccc2O1,.,-3,-0.9,1,.,6,-6,27
CCN(CC)S(=O)(=O)c1ccc(OCC(=O)NCc2ccccc2)cc1,-10,10,-0.6,2,-7,-11,-13,3
CC(=O)/C(=N\Nc1ccc(Cl)cc1Cl)Sc1nnc(-c2ccccc2)n1-c1ccccc1,0,4,1.4,2,-32,-10,1,15
Cc1cc(C)c(S(=O)(=O)N2CCN(C3CC(=O)N(c4ccccc4Cl)C3=O)CC2)c(C)c1 (centres undefined),-1,10,-0.8,3,-15,-1,-13,-1
CCCCCC(=O)Nc1cccc(-c2nc3ncccc3o2)c1,-3,-130,0.2,-2,-15,2,-3,2
CCCNC(=O)c1ccc2c(c1)C1C3CCC(C3)C1C(c1ccccc1)N2 (centres undefined),6,16,-2.4,-3,-2,4,-15,1
CC(=O)Nc1ccc(NC(=O)C2CCCN2C(=O)NC2CCCCC2)cc1 (centres undefined),3,12,0.9,1,-8,-5,-1,-1
CCOC(=O)CSC(C)C(=O)Nc1nnc(C(C)C)s1 (centres undefined),-3,2,-0.4,-5,-2,-2,-2,7
CC(C)[C@H](NC(=O)OC(C)(C)C)c1nnc(SCC(=O)Nc2ccc(Br)cc2)o1,-1,17,82*,-6,-7,1,-15,2
Cc1c(C)c2cccnc2c2ncccc12,-5,3,0.3,-2,11,10,7,5
N#CCC(=O)Nc1ccc(C(=O)OC(C(=O)Nc2ccc([N+](=O)[O-])cc2Br)c2ccccc2)cc1 (centres undefined),.,16,3.7,12*,.,2,-5,-12
O=C(COC(=O)c1cc([N+](=O)[O-])ccc1Cl)NCCc1ccccc1,-1,3,-1.1,1,-4,2,-9,6
C=CCNCC(O)COc1ccc(C(C)=O)cc1OC (centres undefined),10,13,2.5,0,-14,-6,0,2
Cc1ccc(CNS(=O)(=O)c2c(C(=O)N3CCCCCC3)c(C)n(C)c2C)cc1,4,13,-2.5,-3,-15,-3,0,-3
CCN(CC)S(=O)(=O)c1ccc(Cl)c(NC(=O)COC(=O)C2CCCCC2)c1,-8,-5,-0.4,-1,10,-1,-1,7
Cc1ccc(C2NC(c3ccc(C)cc3)C(C)C(=O)C2C)cc1 (centres undefined),0,10,1.1,1,-2,5,1,11
Cc1cccc2sc(NC(=O)[C@H](C)N3C(=O)C4CC=CCC4C3=O)nc12 (some centres undefined),-1,34,0.6,0,15,-1,-6,0
CC(NC(=O)C1CCN(c2nnc(N3CCCC3=O)s2)CC1)c1ccccc1 (centres undefined),8,-2,0.5,2,9,-5,-14,-8
CCCC(C)NC(=O)c1sc2nc3n(c(=O)c2c1C)CCC3 (centres undefined),1,9,0.6,1,-3,-9,-5,-6
COc1ccccc1CNC(=O)CCCn1c(=O)c2ccccc2n(CC(=O)NC2CCCC2)c1=O,4,10,-1.4,-4,8,-7,-6,0
CCc1ccc(OCC(=O)NNC(=O)c2cc3ccccc3o2)cc1,7,12,-0.3,-3,-9,-2,1,-7
Cc1[nH]c(=O)c(Cc2ccccc2)c(O)c1C#N,3,13,-1.6,1,-13,0,-7,11
C=CCNC(=O)CN(c1ccccc1OCC)S(=O)(=O)c1ccc(C)cc1,-1,8,0.3,0,-11,0,-11,-7
COc1ccc(C(CC(=O)O)NS(=O)(=O)c2ccc(C)cc2)cc1 (centres undefined),3,13,-1.9,0,-2,-5,1,-32
